FXIa inh 1536: blocks human coagulation factor XIa protease activity; inhibition, % at 5 µM; P03951; purified FXIa, Boc-Glu-Ala-Arg-AMC fluorogenic substrate; 220,000 compounds, 0.14% hits;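 active = inhibition of at least 40%; inactive = inhibition below 40%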;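 note: fluorescence of freed AMC excited at 355 nm; 0% = enzyme without compound and 100% = no enzyme blank; many of its hits are not listed in these tables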
KCC2 mod: modulators of human KCC2 chloride dependent transport. Q9H2X9. AID 1456. KCC2 cells, thallium flux FluoZin-2 fluorescence. 190,000 compounds, 2.2% hits. B-score of Tl+ flux slope (higher = more flux/activation; lower = inhibition) at 10 µM;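 active = thallium flux slope and its plate-corrected score both differing from the plate sample mean at a set confidence after two filtering rounds, in either direction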;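 note: slope of fluorescence scaled to starting intensity during 10 to 20 s after thallium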
p97 ATPase inh: blocks human p97 ATPase activity; P55072; recombinant p97 ATPase, Kinase-Glo ATP luminescence, 3 h; inhibition, % at 8 µM; 220,000 compounds, 0.42% hits; AID 1481; in the data active = inhibition above about 15%;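 note: 0% = DMSO vehicle and 100% = wells lacking enzyme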
FXIIa inh 1536: factor XIIa (human) inhibition. 220,000 compounds, 0.3% hits. purified FXIIa, Boc-QGR-AMC fluorogenic substrate, 2 h. P00748. inhibition, % at 5 µM; in the data active = inhibition above about 40%;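 note: 0% = enzyme with no compound and 100% = blank without enzyme; many of its hits are not listed in these tables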
Furin inhibitor: blocks human furin protease activity; P09958; purified furin, fluorogenic substrate cleavage; inhibition, % at 30 µM; 220,000 compounds, 0.061% hits; in the data active = inhibition above about 25%; note: inactives centre near -15
Target sequence (P09958 108-714 limits assumed): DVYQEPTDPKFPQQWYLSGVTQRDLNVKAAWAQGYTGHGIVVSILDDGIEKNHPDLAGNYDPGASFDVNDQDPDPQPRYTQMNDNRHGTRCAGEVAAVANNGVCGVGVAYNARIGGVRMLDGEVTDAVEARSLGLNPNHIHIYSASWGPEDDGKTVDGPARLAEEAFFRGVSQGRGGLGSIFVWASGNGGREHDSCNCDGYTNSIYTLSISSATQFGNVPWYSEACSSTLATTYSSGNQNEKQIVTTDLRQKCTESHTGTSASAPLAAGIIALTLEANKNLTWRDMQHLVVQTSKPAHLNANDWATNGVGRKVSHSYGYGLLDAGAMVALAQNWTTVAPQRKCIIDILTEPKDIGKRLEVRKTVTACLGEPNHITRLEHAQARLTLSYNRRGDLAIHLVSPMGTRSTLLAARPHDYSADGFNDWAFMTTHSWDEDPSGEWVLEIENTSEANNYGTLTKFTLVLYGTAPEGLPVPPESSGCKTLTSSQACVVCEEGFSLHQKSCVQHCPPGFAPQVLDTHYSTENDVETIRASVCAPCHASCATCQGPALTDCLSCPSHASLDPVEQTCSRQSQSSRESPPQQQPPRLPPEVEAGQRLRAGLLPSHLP
thrombin 1536: thrombin (human) inhibition | P00734 | alpha-thrombin, Boc-VPR-AMC fluorogenic substrate cleavage | inhibition, % at 5 µM | 220,000 compounds, 0.26% hits | AID 1046;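 active = inhibition at or above 40%; inactive = inhibition below 40%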;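 note: 0% = enzyme with no compound and 100% = wells without enzyme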
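System – human alpha-thrombin · Medium – pH 7.5 Tris (50 mM) with NaCl 150 mM, Tween 20 0.05% · Compound – single-point dosing at 5 µM, 0.2% DMSO · Incubation – enzyme reaction carried out at room temperature · Technique – fluorescence of released AMC, ex 355 nm, em 460 nm · Read-out basis – % inhibition of thrombin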
Wee1 stabilizer: blocks degradation of human Wee1 kinase. P30291. HeLa Luc-Wee1K328M stability, luciferase luminescence; 100% = proteasome inhibitor MG132 effect. reporter increase, % at 5 µM. 220,000 compounds, 1.2% hits;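 active = activation above the mean of all tested compounds plus 3 SD, set per screening run, cut at about 8.8% in these data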;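 note: cells exposed to compound for 20 h before luminescence read; 0% = DMSO alone and 100% = MG132 at 30 µM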
hK5 inh: inhibitors of human kallikrein 5 | recombinant hK5, fluorogenic AMC substrate cleavage | inhibition, % at 5 µM | 210,000 compounds, 0.59% hits | AID 873;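 active = inhibition of 40% or more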;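 note: 0% = enzyme controls without compound and 100% = no-enzyme blanks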
Target sequence (Q9Y337 67-293 limits assumed): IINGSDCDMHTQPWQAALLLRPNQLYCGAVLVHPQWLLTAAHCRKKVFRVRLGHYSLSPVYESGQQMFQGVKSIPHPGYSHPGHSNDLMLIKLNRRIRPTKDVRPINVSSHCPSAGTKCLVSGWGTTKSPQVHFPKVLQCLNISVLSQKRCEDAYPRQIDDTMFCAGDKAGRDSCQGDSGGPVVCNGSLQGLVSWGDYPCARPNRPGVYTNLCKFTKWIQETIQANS
PERK inhibitor: inhibitors of human PERK kinase. Q9NZJ5. CHO PERK-DD fusion, SEAP luminescence translation reporter. inhibition, % at 5.6 µM. 220,000 compounds, 0.17% hits. AID 1416;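 active = inhibition above the mean inhibition of all tested compounds plus 3 SD, set separately per screening campaign, cut at about 2.9% in these data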;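 note: PERK kinase domain activated by AP20187 dimerizer at 100 nM; 0% = DMSO with dimerizer and 100% = rapamycin at 8.4 µM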
* = called active by the depositor; . = not tested or not shown; [ ] = dose if it differs, or a comment. Rows are unselected. Share with any hit: about 4.4%.

entry	hK5 inh	FXIIa inh 1536	FXIa inh 1536	Furin inhibitor	p97 ATPase inh	Wee1 stabilizer	thrombin 1536	KCC2 mod	PERK inhibitor	compound
1	20	18	13	0	-4	2	16	0.028	-0.2	Cc1nnc(-c2ccc(Cl)cc2)nc1NCCN(C)C
2	2	6	-2	-14	4	-2	-5	.	-0.6	CCC(=O)NC(c1cccs1)c1ccc2cccnc2c1O (centres undefined)
3	-17	0	3	-9[20 µM]	-5	-1	-6	-0.039	-0.4	Cc1ccc(CSc2ncn(-c3ccccc3)n2)cc1
4	-18	11	5	-18	1	4	-16	1.2	0.3	CC(=O)c1ccc(NC(=S)N2CCCC(CO)C2)cc1 (centres undefined)
5	13	11	7	0[20 µM]	-9	1	-3	0.3	0.5	Nc1ccc2oc(-c3ccccn3)nc2c1
6	-19	7	1	-23[20 µM]	-3	-1	2	-0.61	0.1	O=C1c2ccccc2-c2onc3ccc(Oc4ccccc4)c1c23
7	5	14	3	-18	-1	5	5	-1.2	-0.1	O=C1c2ccccc2C(=O)c2c(NCCCN(CCO)CCO)cccc21
8	-6	13	2	-22	4	8	-2	0.48	0.6	CCOc1ccc(NC2c3ccccc3C(=O)N2c2ccc(Cl)cn2)cc1 (centres undefined)
9	-7	7	2	-9	4	6	-1	0.29	-0.5	COc1ccccc1N(CC(=O)N/N=C/c1ccc(SC)cc1)S(C)(=O)=O
10	6	6	-3	-5[20 µM]	2	3	-7	0.22	-0.2	CCOc1ccc(N2C(=O)C(Cl)=C(Nc3ccccc3O)C2=O)cc1
11	-14	21	8	-12[20 µM]	-3	-2	5	.	1.6	COc1ccc(-n2c(C)n[nH]c2=O)cc1
12	-12	8	-2	-25	2	-2	-2	48*	0.7	O=C(Nc1nnc(-c2ccc(F)cc2)o1)c1cccc([N+](=O)[O-])c1
13	-20	6	-3	-17	1	-1	-8	1	1.0	CCOC(=O)C1CCN(c2cc(=O)n(Cc3ccc(F)cc3)c(=O)[nH]2)CC1
14	-2	10	-1	-19	2	-1	0	-0.33	1.0	COc1cccc(CNC(=O)CCC2CCCN(C(=O)C3=CC(=O)CC(C)(C)O3)C2)c1 (centres undefined)
15	-1	11	0	-17	0	-1	1	0.46	-1.0	COC(=O)c1ccc(NC(=O)CSc2nc3ncccc3[nH]2)cc1
16	3	14	3	-26	0	5	3	-0.89	0.6	Cc1ccc(OCC(=O)Nc2cccc(-c3nnc(-c4ccccc4)o3)c2)cc1
17	3	7	1	-16[20 µM]	-6	-1	-2	0.53	-0.8	CN(CC(=O)NC1CCCCCC1)S(=O)(=O)c1ccccc1
18	2	7	2	-19	5	0	2	-0.044	-0.8	Oc1ccc(/C=N/N2CCN(c3ccccn3)CC2)cc1
19	-8	-2	-3	-5	-2	-1	-6	-0.019	1.1	CN(C)c1ccc(/C=[N+](\[O-])C2SC(=S)N(C)C2(C)C)cc1 (centres undefined)
20	3	5	-3	-14	14	-1	0	-0.82	0.6	Cc1ccccc1C(=O)c1c[nH]c(C(=O)NCCCn2ccnc2)c1
21	3	7	2	1	5	1	2	-0.23	0.1	CC1(C)C2CCC1(C)C(OC(=O)C[n+]1ccccc1)C2 (centres undefined)
22	-19	-2	22	-2	-3	2	1	-1.3	1.3	COc1ccc(N2CCN(C(=O)CCNC(=O)Cn3ccc4ccccc4c3=O)CC2)cc1
23	4	-4	3	6[20 µM]	4	-1	-18	0.17	1.1	CCOc1ccc(NC(=O)CCCc2cc(-c3ccc(OCC)cc3)on2)cc1
24	-10	17	5	-14	2	1	4	0.079	-0.4	CSc1nc2ccccc2n1CC(=O)Nc1c(C)n(C)n(-c2ccccc2)c1=O
25	-21	-5	-3	-26	3	1	4	0.22	1.4	Cc1ccc2nc(-c3ccncc3)cc(C(=O)Nc3ccc4c(c3)OCCO4)c2c1

Compound profiles, from the list above. Values in the order: hK5 inh	FXIIa inh 1536	FXIa inh 1536	Furin inhibitor	p97 ATPase inh	Wee1 stabilizer	thrombin 1536	KCC2 mod	PERK inhibitor
Profile of Cc1ccc(OCC(=O)Nc2cccc(-c3nnc(-c4ccccc4)o3)c2)cc1 : 3	14	3	-26	0	5	3	-0.89	0.6
Profile of Cc1ccc2nc(-c3ccncc3)cc(C(=O)Nc3ccc4c(c3)OCCO4)c2c1 : -21	-5	-3	-26	3	1	4	0.22	1.4

The list continues:
entry	hK5 inh	FXIIa inh 1536	FXIa inh 1536	Furin inhibitor	p97 ATPase inh	Wee1 stabilizer	thrombin 1536	KCC2 mod	PERK inhibitor	compound
26	-26	7	4	-14	-1	-1	-10	-0.22	0.2	Cc1ccc(NC(=O)CCSc2nnc(-c3ccco3)o2)cc1
27	4	6	3	-33	.	.	0	0.87	.	NCCCC[C@H]1CNC(=O)C(=O)N1CCc1cccc2ccccc12
28	3	14	4	-17	3	-2	4	0.52	-0.4	O=C(NCCc1cccs1)c1ccc(Cl)cc1
29	4	8	0	-33	5	0	-2	.	0.9	Cc1ccc(NC(=O)Cn2c(=O)oc3ccccc32)cc1
30	-1	-16	-6	-21	-6	-2	-7	.	-0.4	COc1ccc(C2c3c(n[nH]c3C)CC(C)(O)C2C(C)=O)cc1OC (centres undefined)
31	-9	-3	-5	0	6	1	-3	-2.3	0.4	O=C(Nc1ccn(Cc2ccccc2)n1)c1ccc2c(c1)OCO2
32	-16	-5	-8	0	-7	1	-6	-0.96	-0.7	O=C(COc1ccc(C(=O)c2ccccc2)cc1)NC1CCCCCC1
33	0	10	2	-1	3	2	.	-0.0022	0.5	Cc1ccc(N2CCN(S(=O)(=O)N(C)C)CC2)cc1C
34	-7	6	-1	-8[20 µM]	-4	-2	-1	0.12	-0.3	COc1ccc2c3c(cccc13)N(C)N=C2C
35	15	6	-2	-10[20 µM]	4	-1	2	0.34	1.0	COc1cccc(-c2cc(C(=O)O)no2)c1
36	9	22	-1	-20	-1	-1	-4	-0.14	0.8	COc1cc(NC(=S)Nc2ccc(N(C)C(C)=O)cc2)cc(OC)c1
37	-10	3	10	-29	2	-1	2	0.49	1.4	CN1CC(=O)N(CC(=O)Nc2cccc(S(=O)(=O)N3CCOCC3)c2)C1=O
38	-4	-2	-3	-10	6	-1	-14	-0.27	-0.9	O=[N+]([O-])c1cccc(COc2ncnc3cc([N+](=O)[O-])ccc23)c1
39	-1	-7	-11	-22[20 µM]	-4	0	-10	0.56	-0.7	Cn1c(SCC(=O)Nc2ccc(N3CCOCC3)c(Cl)c2)nnc1C(O)c1ccccc1 (centres undefined)
40	-3	-11	-11	-19[20 µM]	1	0	-5	-0.26	0.2	O=C1CSC2(C(=O)N3CCCc4cccc2c43)N1c1cccc(C(F)(F)F)c1 (centres undefined)
41	-2	4	-1	-21	3	-2	-3	-0.6	1.3	COc1ccc(CCNC(=S)N2CCC(C(N)=O)CC2)cc1
42	.	7	-3	-1	-3	-2	-8	-0.31	1.3	Cc1c(CNCC(C)c2ccccc2)c(C(=O)O)c(C)n1Cc1ccccc1 (centres undefined)
43	-4	13	2	-23[20 µM]	-1	-1	1	.	-0.6	Cc1occc1C(=O)NNC(=O)C(c1ccccc1)c1ccccc1
44	.	5	0	-15	-3	0	-9	-0.45	0.6	Cc1ccccc1C(=O)c1cccn1CC(=O)NCc1ccccc1
45	2	9	5	-7	-6	-1	3	-0.55	-0.8	CCCc1[nH]nc2c1C(c1ccccc1OC)C(C#N)=C(N)O2 (centres undefined)
46	-1	4	-5	-20	-7	-4	-14	-0.44	-0.1	CC(C)(O)C#Cc1ccc([C@@H]2C[C@H]3CN(c4ccccc4)C(=O)[C@]34CCCN24)s1
47	-9	1	-6	-18	6	-4	-7	1	0.6	CCOC(=O)c1ccccc1NC(=O)C=C(C)C
48	-19	-2	-5	-18	-3	2	-3	-0.7	0.1	O=C(O)c1ccc(-c2nc(-c3cccc(C(F)(F)F)c3)cs2)cc1
49	-8	-7	-7	-17	3	0	-4	-0.3	0.2	CN(C)CCNc1oc(COc2cccc(Cl)c2)nc1C#N
50	-18	14	-2	-21[20 µM]	6	-2	-12	0.01	0.6	COc1ccc(-c2csc(N(Cc3ccccc3)C(=O)COc3ccc(Cl)cc3)n2)cc1

Entries 47–50, quoted:
entry	hK5 inh	FXIIa inh 1536	FXIa inh 1536	Furin inhibitor	p97 ATPase inh	Wee1 stabilizer	thrombin 1536	KCC2 mod	PERK inhibitor	compound
47	-9	1	-6	-18	6	-4	-7	1	0.6	CCOC(=O)c1ccccc1NC(=O)C=C(C)C
48	-19	-2	-5	-18	-3	2	-3	-0.7	0.1	O=C(O)c1ccc(-c2nc(-c3cccc(C(F)(F)F)c3)cs2)cc1
49	-8	-7	-7	-17	3	0	-4	-0.3	0.2	CN(C)CCNc1oc(COc2cccc(Cl)c2)nc1C#N
50	-18	14	-2	-21[20 µM]	6	-2	-12	0.01	0.6	COc1ccc(-c2csc(N(Cc3ccccc3)C(=O)COc3ccc(Cl)cc3)n2)cc1

Going on with the list.
entry	hK5 inh	FXIIa inh 1536	FXIa inh 1536	Furin inhibitor	p97 ATPase inh	Wee1 stabilizer	thrombin 1536	KCC2 mod	PERK inhibitor	compound
51	2	8	-5	-2	-8	3	-9	-1.9	-0.1	COC(=O)C1c2ccccc2-c2ccccc21
52	3	8	-4	-15[20 µM]	6	-1	-6	-1.2	1.7	N#CC1=C(SCc2ccccc2)NC(=O)C(C#N)C12CCCC2 (centres undefined)
53	23	5	-5	-25	3	-2	1	1.8	0.4	Cc1ccnc2c(N3C(=O)C4C5C=CC(C5)C4(C)C3=O)cccc12 (centres undefined)
54	2	6	-4	-20	3	3	-5	0.45	0.4	COC(=O)c1ccc(OC)c(OC)c1Cl
55	-9	7	-4	-18	4	-1	1	-2.3	0.5	c1ccc(CCN2CN=C(Nc3nc4ccccc4o3)NC2)cc1
56	-5	0	-3	-28	6	-1	-7	-0.13	1.5	COc1cc(OC)c(N(C)S(=O)(=O)c2cccc(C(=O)NC(C)C3CC4CCC3C4)c2)cc1Cl (centres undefined)
57	-13	20	-12	-23	-7	3	-11	.	-0.1	O=C(COC(=O)C1(c2ccc(F)cc2)CCCC1)N1CCOCC1

Three of the entries above in order of their number in PERK inhibitor, rising:
| entry | SMILES | PERK inhibitor |
| --- | --- | --- |
| 54 | COC(=O)c1ccc(OC)c(OC)c1Cl | 0.4 |
| 55 | c1ccc(CCN2CN=C(Nc3nc4ccccc4o3)NC2)cc1 | 0.5 |
| 56 | COc1cc(OC)c(N(C)S(=O)(=O)c2cccc(C(=O)NC(C)C3CC4CCC3C4)c2)cc1Cl (centres undefined) | 1.5 |

Screens: PubChem, several laboratories
